# 14-3-3 PPI – modulators of 14-3-3 gamma protein binding, primary screen, biochemical, fluorescence polarization; inhibition, % at 40 µM; AID 422, 2006; 160,000 compounds, 0.19% hits; FP, 14-3-3gamma / TMR-pS259-Raf peptide binding; 14-3-3 protein gamma (Homo sapiens), P61981; in the data active means inhibition above about 30%;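 further: 0% = protein plus tracer without compound and 100% = blank with tracer alone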
# Target sequence (P61981 whole entry, looked up): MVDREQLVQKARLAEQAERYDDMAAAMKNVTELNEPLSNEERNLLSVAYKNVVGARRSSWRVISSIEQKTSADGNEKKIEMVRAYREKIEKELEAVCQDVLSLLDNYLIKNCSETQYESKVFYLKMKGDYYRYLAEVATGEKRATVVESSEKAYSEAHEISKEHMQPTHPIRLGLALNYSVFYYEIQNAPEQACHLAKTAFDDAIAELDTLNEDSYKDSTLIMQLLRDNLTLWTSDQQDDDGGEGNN
# * hit, by the source's call; & = joins results of further samples. A portion of the library. The share of hits here may be higher or lower than overall.
SMILES,14-3-3 PPI
CC(C)(C)c1cc(C(F)(F)F)nc(SCCCNC(=O)c2ccco2)n1,-4&2
COc1ccc(-c2nc3ccccc3n2Cc2ccc(C)cc2)cc1OC,-2
O=C(CSc1nnc(-c2ccco2)n1-c1ccccc1)Nc1cccc(C(F)(F)F)c1,-1
O=C(O)CC(NS(=O)(=O)c1ccc(Br)cc1)c1ccccc1 (stereo unspecified),-3
Cc1csc(=Nc2ccc(Cl)cc2)n1-c1ccc(Cl)cc1,3
O=C1CC(NCC(O)c2ccccc2)C(=O)N1c1ccc(Cl)cc1 (stereo unspecified),-35
CCCOc1ccccc1Cn1c2ccccc2c2nc3ccccc3nc21,-3
CCCn1c(=O)c2ccccc2n2c(SCCOc3ccc(OC)cc3)nnc12,-1
O=[N+]([O-])c1cc(Br)cc(C=Nc2ccc(S(=O)(=O)Nc3nccs3)cc2)c1O,5
O=c1c2sccc2n(Cc2cccc(Cl)c2)c(=O)n1-c1ccc(F)cc1,-3
CC1=C(C(=O)OC(C)C)C(c2ccc(OCc3ccccc3)cc2)n2ncnc2N1 (stereo unspecified),-3
Oc1c(C(Nc2ccccn2)c2ccccn2)ccc2cccnc12 (stereo unspecified),-7
O=C(CN(Cc1ccccc1)S(=O)(=O)c1ccc(F)cc1)NCc1ccccc1,3
O=C(NCCn1ccc2ccccc21)C1CC1,4
COCCNc1ncnc(N)c1[N+](=O)[O-],-4
CCOC(=O)c1ccc(NC(=O)c2ccc3nc(N)sc3c2)cc1,-20
CN1CCN(C(=O)c2c[nH]c3ccc(S(=O)(=O)N4CCCCC4)cc3c2=O)CC1,-9
CCCSc1nnc(NC(=O)c2sc3nc(-c4cccs4)ccc3c2N)s1,-10&-131
CCNc1nc(NC(C)(C)C)nc(N(CC)n2cnnc2)n1,-4
CC1CCCCC1NC(=O)c1ccc(Cn2c(=O)[nH]c3ccsc3c2=O)cc1 (stereo unspecified),1
COc1cccc2c(=O)n(CC(=O)NC3CCCCC3)ccc12,-2
CCOc1ccc(C2C3=C(CCCC3=O)Nc3ccc4ncccc4c32)cc1 (stereo unspecified),-3
COc1ccc(-c2csc(N3C(=O)C4C5c6ccccc6C(c6ccccc65)C4C3=O)n2)cc1 (stereo unspecified),0
O=C(NCCCN1CCN(Cc2ccccc2)CC1)C1CCN(c2nnc(-n3cccc3)s2)CC1,-6
COC(=O)c1ccc(CN(c2ccccc2OC)S(=O)(=O)c2cccs2)o1,-3
CC(=O)C1=NN(c2ccc(Cl)cc2)C(c2cccs2)N1c1ccc(N(C)C)cc1 (stereo unspecified),-3
C=CCn1cc(C(=O)NC2CCCCCC2)c(=O)c2cc(S(=O)(=O)N(CC)CC)ccc21,-11
O=C(NC1CCCCCCC1)c1cccn2c(=O)c3sccc3nc12,-11
COc1ccc(NCC(=O)n2c3ccccc3c3ccccc32)cc1,0
CC(C)Cc1nc2sc3c(NCc4ccccc4)ncnc3c2c2c1COC(C)(C)C2,0
CCOc1ccc(NC(=O)c2sc3ncnc(N(CC)CC)c3c2C)cc1,1
Cc1[nH]c2ccccc2c1C(=O)CSc1ccccn1,0
O=C(CSc1nnc(-c2cccnc2)n1Cc1ccco1)N1CCc2ccccc21,3
CC1CCC(NC(=O)C2(C)CCC(=O)N2C(C)c2ccccc2)CC1 (stereo unspecified),-5
CCOc1ccc(CCNC(=O)c2cccnc2N2CCCC2)cc1OCC,-4
Cc1ccc(C2CC(C(F)(F)F)n3ncc(C(=O)Nc4sc5c(c4C(=O)OC(C)C)CCCC5)c3N2)cc1 (stereo unspecified),-7
Cc1cc(N2CCC(N(C)C3CCCC3)CC2)nc2cc(O)ccc12,0
Cc1cc(C)c(C#N)c(-n2nnc3ccccc32)n1,-11
Cc1c(NC2=NC(CBr)CS2)c(=O)n(-c2ccccc2)n1C (stereo unspecified),-5
CCOC(=O)C1=C(C)Nc2nc(SCc3ccccc3C)nn2C1c1ccccc1F (stereo unspecified),2
COc1ccc(CCNc2nc(-c3ccc(C)cc3)cc(C(F)F)n2)cc1OC,0
O=C(NCCc1ccc(Cl)cc1)C1CCN(S(=O)(=O)c2cccs2)CC1,-7
CCC1CCCCN1C(=O)CSc1nnc(-c2cccs2)o1 (stereo unspecified),1&1
CNC(=O)CN1c2ccccc2C(C)(C)C12C=Cc1cc([N+](=O)[O-])ccc1O2 (stereo unspecified),-183
COc1nc(Nc2ccc(O)cc2)nc(OC(C(F)(F)F)C(F)(F)F)n1,-7&2
Cc1cccc(OCCCC(=O)NCc2ccco2)c1,5
c1cncc(-c2nn3c(Cn4cnc5ccccc54)nnc3s2)c1,-3
O=C(Nc1ccc2c(c1)nc1n2CCSC1)c1ccco1,-10
CCN(CC)C(=O)C1CCCN(c2ncnc3c2cnn3-c2ccc(Cl)cc2)C1 (stereo unspecified),-2
C=CCn1c(SCCC(=O)O)nnc1-c1cccs1,18
CCn1c2ccccc2c2cc(NC(=O)C3c4ccccc4C(=O)N4CCc5ccccc5C34)ccc21 (stereo unspecified),-5
CCOC(=O)N1CCN(C(=O)c2ccc(CS(=O)(=O)c3ccccc3OC)o2)CC1,-10
COc1ccccc1NC1=CC(=NS(=O)(=O)c2ccc(C)cc2)c2ccccc2C1=O,-33
Cc1cc(C(=O)CSc2nnc(N)s2)c(C)n1CCc1ccc(F)cc1,-6
Cn1c(Cn2nnc3ccccc32)nnc1SCC(N)=O,3
COc1ccccc1C(CCN)c1ccco1 (stereo unspecified),-36
CCOC(=O)c1ccc(NCc2ccc(F)cc2)c([N+](=O)[O-])c1,-4
CCOC(=O)c1cccc(NC(=O)c2cc3cc4ccc(OC)cc4nc3s2)c1,-4
Nc1nc2ccccc2c(=O)s1,3
Cc1c(C(=O)Nc2ccccc2Cl)oc2ccc(S(=O)(=O)N3CCCCC3)cc12,2

# A second format for part of the listing above:
SMILES	14-3-3 PPI
Cc1ccc(C2CC(C(F)(F)F)n3ncc(C(=O)Nc4sc5c(c4C(=O)OC(C)C)CCCC5)c3N2)cc1 (stereo unspecified)	-7
Cc1cc(N2CCC(N(C)C3CCCC3)CC2)nc2cc(O)ccc12	0
Cc1cc(C)c(C#N)c(-n2nnc3ccccc32)n1	-11
Cc1c(NC2=NC(CBr)CS2)c(=O)n(-c2ccccc2)n1C (stereo unspecified)	-5
CCOC(=O)C1=C(C)Nc2nc(SCc3ccccc3C)nn2C1c1ccccc1F (stereo unspecified)	2
COc1ccc(CCNc2nc(-c3ccc(C)cc3)cc(C(F)F)n2)cc1OC	0
O=C(NCCc1ccc(Cl)cc1)C1CCN(S(=O)(=O)c2cccs2)CC1	-7
CCC1CCCCN1C(=O)CSc1nnc(-c2cccs2)o1 (stereo unspecified)	1&1
CNC(=O)CN1c2ccccc2C(C)(C)C12C=Cc1cc([N+](=O)[O-])ccc1O2 (stereo unspecified)	-183
COc1nc(Nc2ccc(O)cc2)nc(OC(C(F)(F)F)C(F)(F)F)n1	-7&2
Cc1cccc(OCCCC(=O)NCc2ccco2)c1	5
c1cncc(-c2nn3c(Cn4cnc5ccccc54)nnc3s2)c1	-3
O=C(Nc1ccc2c(c1)nc1n2CCSC1)c1ccco1	-10
CCN(CC)C(=O)C1CCCN(c2ncnc3c2cnn3-c2ccc(Cl)cc2)C1 (stereo unspecified)	-2
C=CCn1c(SCCC(=O)O)nnc1-c1cccs1	18
CCn1c2ccccc2c2cc(NC(=O)C3c4ccccc4C(=O)N4CCc5ccccc5C34)ccc21 (stereo unspecified)	-5
CCOC(=O)N1CCN(C(=O)c2ccc(CS(=O)(=O)c3ccccc3OC)o2)CC1	-10
COc1ccccc1NC1=CC(=NS(=O)(=O)c2ccc(C)cc2)c2ccccc2C1=O	-33
Cc1cc(C(=O)CSc2nnc(N)s2)c(C)n1CCc1ccc(F)cc1	-6
Cn1c(Cn2nnc3ccccc32)nnc1SCC(N)=O	3
COc1ccccc1C(CCN)c1ccco1 (stereo unspecified)	-36
CCOC(=O)c1ccc(NCc2ccc(F)cc2)c([N+](=O)[O-])c1	-4
CCOC(=O)c1cccc(NC(=O)c2cc3cc4ccc(OC)cc4nc3s2)c1	-4

# More results:
SMILES,14-3-3 PPI
COc1ccc(C2=C(Cl)C=C(c3ccc(F)cc3)c3ccccc3O2)cc1,0
CC1(C)NC(=O)N(c2ccc([N+](=O)[O-])c(C(F)(F)F)c2)C1=O,-7
O=C(NCCc1ccc(Cl)cc1)c1ccc2c(c1)ncn2C1CCCC1,-10
COc1cc(C2NC(=O)NC(C)=C2C(=O)OCCSC)ccc1O (stereo unspecified),-1
COCCn1c(SCC(=O)c2ccc(Cl)cc2)nnc1C(C)C,0
N#Cc1ccccc1NC(=O)c1ccccc1OCC(=O)Nc1ccc2c(c1)oc1ccccc12,5
Cc1cc(=O)n2[nH]c(-c3ccc(Cl)cc3)nc2n1,0
CC1CCCC(NC(=O)Cc2ccc(-n3c(=S)[nH]c4ccccc4c3=O)cc2)C1C (stereo unspecified),1
CC(=O)NC(CCS(C)(=O)=O)C(=O)Nc1cc(C)ccc1C (stereo unspecified),-7
CCOc1ccc(CNc2ccc(N3CCCC3)cc2)cc1,3&-6
CCC(C)(C)n1nnnc1C(c1cc2ccc(OC)cc2[nH]c1=O)N1CCN(C2CCCCC2)CC1 (stereo unspecified),-8
COc1cccc(NC(=O)c2cc(S(=O)(=O)NC3CCCCCC3)ccc2F)c1,-10
Cc1cccc(-n2c(N)cc(=O)nc2SCC(=O)Nc2cc(C)on2)c1,-2
COC(=O)c1cc(-c2ccccc2)sc1NC(=O)c1cc(C)on1,1
C=CCn1c(SCC(=O)NC(=O)NCC(C)C)nnc1C1CCCCC1,2
CCOc1ccc(NC(=O)c2ccc(OC)cc2)c([N+](=O)[O-])c1,-23
O=C1CC(N2CCN(C=Cc3ccccc3)CC2)C(=O)N1c1ccccc1 (stereo unspecified),-8
Cc1cc(C)c(NC(=O)C(=O)NCCC(C)C)c(C)c1,-5
COc1ccccc1-c1nc2n(n1)C(c1cccs1)C(C(=O)Nc1cccnc1)=C(C)N2 (stereo unspecified),0
CCc1ccc(NC(=O)CSc2nccn2-c2ccc(Cl)cc2)cc1,9
O=[N+]([O-])c1cccc(NS(=O)(=O)c2ccc(-c3ccccc3)cc2)c1,-1
CCOC(=O)c1ccc(NC(=O)CCNS(=O)(=O)c2ccc3c(c2)oc(=O)n3C)cc1,-12
COCCOC(=O)C1=C(C)NC2=C(C(=O)CC(C)(C)C2)C1c1ccccc1OCc1ccccc1 (stereo unspecified),0
Oc1ccccc1N=Cc1ccc[nH]1,2
CCc1ccc(N(CC(=O)NC2CCCC2)S(=O)(=O)c2c(C)noc2C)cc1,0
CCOC(=O)Nc1cc(C(=O)OC)cc(C(=O)OC)c1,-11
COc1ccc(N=Cc2cc([N+](=O)[O-])ccc2O)c2ccccc12,-113
Cc1ccc(C)c(NC(=O)C2CCC(C)(C(=O)O)C2(C)C)c1 (stereo unspecified),-1
O=C(NCc1ccccc1Cl)c1cnn2c(C(F)(F)F)cc(-c3cccs3)nc12,-14
CCc1ccccc1NC(=O)CN(c1ccccc1Cl)S(C)(=O)=O,2
COc1ccccc1NC(=O)CCN1C(=O)c2cccc([N+](=O)[O-])c2C1=O,6
COc1ccccc1-c1c(C)oc2c(CN3CCN(CCO)CC3)c(O)ccc2c1=O,-7
O=C1NC(c2ccccc2)C(C(=O)c2ccccc2)C(O)(C(F)(F)F)N1 (stereo unspecified),-1
CC(=O)c1cccc(NC(=O)CCS(=O)(=O)c2ccc(Br)s2)c1,-7
CCN(CC)S(=O)(=O)c1ccc(C(=O)OCCN2C(=O)CCC2=O)cc1,-1
CN1c2ccccc2C(C)(C)C12Cc1cc(NS(=O)(=O)c3ccc(Cl)cc3)ccc1O2 (stereo unspecified),-39
O=C(CSc1nnc(Cn2c(=O)sc3ccccc32)n1CCc1ccccc1)N1CCOCC1,-4
Cc1sc2c(c1C)c(=O)n(-c1ccc3c(c1)OCO3)c(=O)n2Cc1ccccc1C#N,-14
O=C(c1ccc(F)cc1)N1CCCCCC1,-1
CC1CC(=O)Nc2ccccc2N1C=O (stereo unspecified),2
O=C(/C=C\Nc1ccccn1)c1ccc(Cl)cc1,-2
O=C(Nc1ccccc1-c1nc2ccccc2[nH]1)c1ccc(S(=O)(=O)N2CCCC2)cc1,-7
Cc1cc(C)c2[nH]c(=O)c(C(c3nnnn3CC3CCCO3)N3CCCC(C)C3)cc2c1 (stereo unspecified),-8
COc1ccc(COC(=O)C2=C(C)NC3=C(C(=O)CCC3)C2c2ccc(C(F)(F)F)cc2)cc1 (stereo unspecified),-4
COc1ccc(CCNC(=O)CNCC2CCCO2)cc1OC (stereo unspecified),-1
CCCCC(NC(=O)Cc1ccccc1)C(=O)O (stereo unspecified),1
CCCCc1c(O)nc(SCC(=O)N2CCOCC2)n(-c2ccc(C)cc2)c1=O,-7
CC1=C(C(=O)OCc2ccccc2)C(c2ccsc2)C2=C(CC(C)(C)CC2=O)N1 (stereo unspecified),-8
O=c1oc2ccccc2c(NCc2ccccc2F)c1[N+](=O)[O-],0
Cc1ccc(-c2nnn(CC(=O)N(CC(=O)NCC3CCCO3)c3ccccc3)n2)o1 (stereo unspecified),-6
CCCOC(=O)c1ccc(NC(=O)c2ccc(Cl)c([N+](=O)[O-])c2)cc1,-11
COc1cc(C=Nc2oc(-c3ccccc3)c(-c3ccccc3)c2C#N)ccc1O,-19
CCOC(=O)c1cc2c(=O)n3ccccc3nc2n(CCCOC)c1=NC(=O)c1ccc([N+](=O)[O-])cc1,-147
N#CC1=C(SCc2ccccc2)NC2=C(C(=O)CCC2)C1c1ccc2c(c1)OCO2 (stereo unspecified),17
CCOC(=O)c1sc(NC(=O)c2cc(Cl)ccc2[N+](=O)[O-])nc1-c1ccccc1,19
COc1ccc(Cl)cc1S(=O)(=O)Nc1cccc(C(=O)O)c1,-2
COc1ccc(Nc2nc(C)nc3sc(C)cc23)cc1OC,-2
CC(=O)N(c1ccc(N(C(C)=O)S(=O)(=O)c2cccs2)cc1)S(=O)(=O)c1cccs1,9
Cc1ccc(-c2nnc(SCC#CCOC(=O)c3ccco3)o2)cc1,3
CCOc1ccc(-c2cc(C(=O)NC3CCCCC3C)c3ccccc3n2)cc1 (stereo unspecified),3
COc1ccc(N2CCN(C(CNS(=O)(=O)c3cccs3)c3cccnc3)CC2)cc1 (stereo unspecified),-7
O=C(CCSCc1ccc(Cl)cc1)N1CCN(c2ccccc2)CC1,3

# Screening data from PubChem BioAssay.
